Hck-Nef inh: human Hck-Nef kinase inhibition | inhibition, % at 20 µM | 220,000 compounds, 0.68% hits | AID 463187 | Recombinant Hck-YEEI plus Nef, Z-Lyte FRET kinase assay | P08631;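 active = Hck-Nef kinase inhibition above about 50%, limit read from the data; inactive = inhibition below that limit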;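 also: 0% = DMSO with Hck plus Nef and 100% = Hck alone without Nef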
m-calpain inh: blocks pig calpain II enzyme activity; purified calpain II, fluorogenic peptide substrate, 30 min; inhibition, % at 16 µM; 220,000 compounds, 0.37% hits; AID 1236;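 active = inhibition above about 50%, limit read from the data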
Rad51 HR inh: blocks human Rad51 in homologous recombination; 200,000 compounds, 0.085% hits; AID 1385; hRad51 DNA strand exchange, fluorescence dequenching; inhibition, % at 10 µM;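 active = inhibition above 40% at the single screening dose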;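 also: 0% = DMSO control wells and 100% = blanks with heterologous ssDNA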
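material = hRad51 filaments on single-stranded DNA | reagent = Donor/quencher-labelled 47-bp dsDNA substrate | compound = 10 µM final, single point | schedule = strand-exchange reaction 15 min at room temperature | measured by = fluorescein emission 520 nm, excitation 485 nm | read-out basis = % inhibition versus plate control and blank means | benchmarks = plate controls and plate blanks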
eIF4E-4G inh: eIF4E/eIF4G interaction inhibition in translation initiation | P63073+Q04637 | TR-FRET eIF4E-eIF4GI(517-606) binding, 2 h | inhibition, % at 21.7 µM | 220,000 compounds, 0.37% hits;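 active = inhibition above about 30%, limit read from the data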;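 also: 0% = full FRET control wells and 100% = background wells lacking eIF4GI fragment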
TbHK1 inh: T. brucei hexokinase 1 inhibition. 220,000 compounds, 0.11% hits. recombinant TbHK1, G6PDH-coupled NADH A340. inhibition, % at 10 µM. AID 1430;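 active = inhibition of 50% or more in the single-dose primary screen; inactive = inhibition below 50%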
EP2 modulator: modulators of human EP2 prostaglandin E2 receptor | P43116 | EP2-expressing cells, cAMP HTRF FRET, PGE2 co-stimulation | induction, % at 25 µM | 260,000 compounds, 0.83% hits;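 active = compounds whose cAMP rise, as percent of the full-agonist control response, exceeds 60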;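 also: rat C6 glioma line stably carrying human EP2 under a CMV promoter; the protocol text gives 20 µM as final concentration; 100% = response of wells given 1 µM PGE2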
zVAD death inh: blocks zVAD induced death of L929 cells | L929 zVAD necroptosis rescue, ATP luminescence, 24 h; with zVAD 60 µM | viability rescue, % at 10 µM | 220,000 compounds, 0.38% hits;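 active = activation, scaled between plate controls, above about 75%, limit read from the data; inactive = activation under that limit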;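 also: 0% = zVAD with DMSO and 100% = DMSO alone without zVAD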
14-3-3 Bad inh: disrupts binding of bovine 14-3-3 zeta to phospho-Bad peptide; P63103; TR-FRET 14-3-3zeta/Dy647-pBad peptide displacement, 1 h; inhibition, % at 21.7 µM; 220,000 compounds, 0.71% hits; AID 781;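 active = inhibition above about 70%, limit read from the data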;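 also: 0% = full 14-3-3 plus peptide FRET controls and 100% = background without 14-3-3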
EP2 antag: blocks the human prostaglandin E2 receptor EP2; P43116; C6 glioma cells expressing human EP2, cAMP TR-FRET; cells stimulated with saturating PGE2; inhibition, % at 25 µM; 260,000 compounds, 0.52% hits; AID 1422;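 active = percent inhibition above 40 after rounding to a whole number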;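 also: rat C6 glioma host cells with rolipram phosphodiesterase inhibitor present; the protocol text gives 20 µM as final concentration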
* marks the source's active call; other numbers are inactive results; / = not tested or not shown; & = joins results of further samples; [ ] = remark or other dose. A portion of the library; rates above refer to the full screens.

| structure | Hck-Nef inh | m-calpain inh | Rad51 HR inh | eIF4E-4G inh | TbHK1 inh | EP2 modulator | zVAD death inh | 14-3-3 Bad inh | EP2 antag |
| --- | --- | --- | --- | --- | --- | --- | --- | --- | --- |
| CCCCOc1ccc(-c2ncc(C(=O)O)c(C)n2)cc1 | 1 | -8 | -2 | 13 | 1 | 56 | 0.6 | 46 | 6 |
| CCC1Sc2ccccc2N(CC(=O)NC2CCCCC2)C1=O (stereo not given) | -2 | -10 | -3 | -1 | 0 | 20 | -0.2 | -3 | 5 |
| CC(C)(C)NC(=O)Cn1c(=O)oc2ccc(Cl)cc21 | 22 | 16 | -7 | -1 | -2 | 7&-5 | 0.2 | 11 | 11&11 |
| Cc1cc(C)cc(N2C(=O)CSC2c2ccccn2)c1 (stereo not given) | 3 | -20 | 20 | -3 | -3 | 17 | -0.4 | -21 | 4 |
| O=[N+]([O-])c1ccc(C2=Nn3c(Cn4nnc5ccccc54)nnc3SC2)cc1 | 1 | 6 | 13 | 3 | -14 | -5 | 1.6 | 9 | 3 |
| CCn1ccnc1CNCc1cn(-c2cc(C)ccc2C)nc1-c1ccccc1 | 16 | 20 | 1 | -5 | 11 | 27 | -1.3 | -13 | 1 |
| O=[N+]([O-])c1ccc(N=Cc2sc3ccccc3c2O)cc1 | 3 | 17 | -136 | -3 | 6 | 8 | 1.4 | -5 | 9 |
| CCN1CCN(c2ncnc3c2cnn3-c2ccc(Cl)cc2)CC1 | -5 | -20 | 1 | -21 | -2 | 3 | 0.0 | -5 | 9 |
| C/C(=N\Nc1cc(Cl)nc(C)n1)c1ccc(C)cc1 | 2 | / | 2 | / | -10 | / | 0.7 | / | 8 |
| COc1cc(CC(=O)OCC(=O)Nc2ccc(Cl)c(S(=O)(=O)N(C)C)c2)cc(OC)c1OC | 8 | -13 | / | -5 | -4 | -2 | 0.0 | -8 | 10 |
| Cc1ccc(C(=O)CC(=O)COc2ccc(Cl)cc2)cc1 | 1 | 32 | / | 0 | 34 | -41 | -0.7 | -14 | 10 |
| O=C1N=C(N2CCCCC2)S/C1=C\c1cn[nH]c1-c1ccccc1 | 4 | 9 | / | 2[fluorescence artefact?] | -27 | -45 | 0.1 | -2 | 6 |
| CCCN1C(=O)/C(=C/c2ccccc2OCc2ccc(C(=O)O)cc2)NC1=S | 2 | 5 | / | 4 | 0 | 25 | -0.2 | -4 | 6 |
| O=C(Nc1ccsc1C(=O)NC1CCCCC1)c1ccccc1 | 2 | -92 | -3 | -8 | -4 | 11 | 0.2 | 25 | 10 |
| Cc1ccn2cc(CCNS(=O)(=O)c3ccc(F)c(C(F)(F)F)c3)nc2c1 | -1 | -22 | -10 | 4 | -1 | 17 | 0.3 | 3 | 12 |
| CC(=O)c1sc(NS(=O)(=O)c2ccc(C)cc2)nc1C | -7 | 6 | -9 | -1 | -26 | 42 | -0.7 | 2 | 13 |
| Cc1ccc(NC(=O)COc2ccc(Br)cn2)cc1 | -4 | 24 | 5 | 2 | -4 | 6 | -0.3 | 5 | 4 |
| CCOc1ccc(N2C(=O)c3ccccc3C2=O)cc1 | 3 | -30 | 1 | -2[fluorescence artefact?] | -3 | -3 | 0.0 | -5[fluorescence artefact?] | 11 |
| COc1ccccc1NC(=O)CCN1CCN(Cc2ccccc2)CC1 | 0 | 5 | -2 | -9 | -5 | -5 | -0.8 | -8 | 12 |
| CCOC(=O)C(O)(CCC(O)(C(=O)OCC)C(=O)OCC)C(=O)OCC | 2 | 13 | -5 | -12 | 2 | 21 | 1.2 | 0 | 11 |
| c1ccc(OCCn2c(-c3ccco3)nc3ccccc32)cc1 | 1 | -8 | -1 | -8[fluorescence artefact?] | 3 | 48 | -0.4 | -14 | 4 |
| Cn1c(SCC(=O)OCC(=O)c2ccccc2)nnc1-c1cccs1 | 6 | -19 | -1 | -3 | -3 | 1 | -0.4 | -4[fluorescence artefact?] | 6 |
| O=C(NC(=S)NCCCN1CCOCC1)c1ccco1 | 10 | 4 | -2 | 1 | 9 | 7 | -0.3 | 3 | 4 |
| COc1ccc(CCNCc2csc3nc4ccccc4n23)cc1OC | -1 | 13 | 7 | -4 | -3 | 18 | -0.1 | 60 | 12 |
| Cc1c(NC(=O)c2ccc(N(Cc3ccccc3)S(C)(=O)=O)cc2)c(=O)n(-c2ccccc2)n1C | 21 | -5 | 1 | -2 | -4 | 8 | 1.7 | -10 | 9 |
| COC(=O)c1ccc(NC(=O)CSc2nc(=O)cc(N)n2-c2ccccc2)cc1 | 15 | 34 | 9 | -2 | 4 | -2 | 1.5 | 17 | 5 |
| O=C(NCc1ccc2c(c1)OCO2)c1ccc(C2SCC(=O)N2Cc2ccco2)cc1 (stereo not given) | 6 | -46 | -2 | -10 | -5 | -29 | -0.2 | 3 | 5 |
| O=C(c1n[nH]c2c1CCCC2)n1ccnc1 | -1 | 4 | 0 | 5 | -7 | 12 | 7.2 | -17 | 12 |
| CC(C)C(=O)NCc1cc(-c2ccc(Cl)cc2)no1 | 7 | 16 | 25 | 0 | 4 | -24 | -0.6 | 9 | 1 |
| CCOC(=O)c1cnc2ccc(OC)cc2c1NCCc1ccc(OC)c(OC)c1 | 14 | 39 | 18 | 8[fluorescence artefact?] | -8 | 13 | / | 12 | 6 |
| COc1cc(/C=C(/C#N)c2ccccc2)ccc1Oc1ccc([N+](=O)[O-])cn1 | 1 | 9 | -8 | -5[fluorescence artefact?] | -11 | -44 | 0.2 | 15[fluorescence artefact?] | 5 |
| CC(C)Oc1ccc(CC2CCC(=O)N(C)C2=O)cc1 (stereo not given) | -2 | 15 | / | 3 | 32 | 11 | 0.0 | 18[fluorescence artefact?] | 3 |
| C/C(=N\NC(=O)COc1ccc(C)cc1[N+](=O)[O-])c1cccs1 | 26 | -2 | -7 | -1 | -10 | -57 | 1.6 | 1 | 7 |
| Cc1ccc(C(=O)NCc2ccccn2)c(Cl)c1 | 0 | 21 | 2 | 3 | 5 | 1 | -0.2 | -20[fluorescence artefact?] | 10 |
| O=C(COc1ccc(Br)cc1)Nc1ccncc1 | 1 | 8 | 1 | 3[fluorescence artefact?] | 2 | 9 | -0.3 | 0[fluorescence artefact?] | 12 |
| S=C(NCCc1ccccn1)Nc1ccccc1Cl | 17 | -6 | 23 | 3 | -2 | -1 | -0.1 | -11 | 3 |
| CC(=O)Nc1nc(=S)ss1 | 0 | 33 | -2 | -4 | -14 | 13 | 0.2 | 37[fluorescence artefact?] | 9 |
| N#CCCn1cc(C(N)=O)c(-c2cccs2)n1 | -7 | 14 | / | 3 | 6 | 2 | -0.2 | 0 | 3 |
| C=CCOC(=O)C1=C[C@@H](c2cn(C(C)=O)c3ccccc23)C[C@@H](OCCCCO)O1 | 0 | -26 | 5 | -1 | -16 | -7 | 0.7 | 4 | 17 |
| Fc1ccccc1COc1ccc(Br)cc1CNCc1ccncc1 | 4 | 57* | -2 | 2 | 0 | -27 | -0.6 | 80* | 16 |

A stretch from the list above, for reference:
| structure | Hck-Nef inh | m-calpain inh | Rad51 HR inh | eIF4E-4G inh | TbHK1 inh | EP2 modulator | zVAD death inh | 14-3-3 Bad inh | EP2 antag |
| --- | --- | --- | --- | --- | --- | --- | --- | --- | --- |
| c1ccc(OCCn2c(-c3ccco3)nc3ccccc32)cc1 | 1 | -8 | -1 | -8[fluorescence artefact?] | 3 | 48 | -0.4 | -14 | 4 |
| Cn1c(SCC(=O)OCC(=O)c2ccccc2)nnc1-c1cccs1 | 6 | -19 | -1 | -3 | -3 | 1 | -0.4 | -4[fluorescence artefact?] | 6 |
| O=C(NC(=S)NCCCN1CCOCC1)c1ccco1 | 10 | 4 | -2 | 1 | 9 | 7 | -0.3 | 3 | 4 |
| COc1ccc(CCNCc2csc3nc4ccccc4n23)cc1OC | -1 | 13 | 7 | -4 | -3 | 18 | -0.1 | 60 | 12 |
| Cc1c(NC(=O)c2ccc(N(Cc3ccccc3)S(C)(=O)=O)cc2)c(=O)n(-c2ccccc2)n1C | 21 | -5 | 1 | -2 | -4 | 8 | 1.7 | -10 | 9 |
| COC(=O)c1ccc(NC(=O)CSc2nc(=O)cc(N)n2-c2ccccc2)cc1 | 15 | 34 | 9 | -2 | 4 | -2 | 1.5 | 17 | 5 |
| O=C(NCc1ccc2c(c1)OCO2)c1ccc(C2SCC(=O)N2Cc2ccco2)cc1 (stereo not given) | 6 | -46 | -2 | -10 | -5 | -29 | -0.2 | 3 | 5 |
| O=C(c1n[nH]c2c1CCCC2)n1ccnc1 | -1 | 4 | 0 | 5 | -7 | 12 | 7.2 | -17 | 12 |
| CC(C)C(=O)NCc1cc(-c2ccc(Cl)cc2)no1 | 7 | 16 | 25 | 0 | 4 | -24 | -0.6 | 9 | 1 |
| CCOC(=O)c1cnc2ccc(OC)cc2c1NCCc1ccc(OC)c(OC)c1 | 14 | 39 | 18 | 8[fluorescence artefact?] | -8 | 13 | / | 12 | 6 |

Further results follow:
| structure | Hck-Nef inh | m-calpain inh | Rad51 HR inh | eIF4E-4G inh | TbHK1 inh | EP2 modulator | zVAD death inh | 14-3-3 Bad inh | EP2 antag |
| --- | --- | --- | --- | --- | --- | --- | --- | --- | --- |
| COC(=O)c1ccccc1NC(=O)CSc1nnc(-c2ccncc2)o1 | 0 | 11 | -5 | 0 | -5 | 4 | 4.8 | 0 | 6 |
| O=C1C2CC(O)CN2C(=S)N1Cc1ccccc1 (stereo not given) | 16 | -8 | / | 2 | -2 | 0 | 1.6 | 10 | 1 |
| Cc1ccc(NS(=O)(=O)c2cccc(C(=O)N/N=C/c3ccc4c(c3)OCCO4)c2)c(C)c1 | 4 | -103 | / | 1 | -1 | -77 | 2.0 | -5 | 4 |
| O=C(CN1C(=O)COc2ccccc21)N1CCc2ccccc21 | -1 | 12 | -2 | -7[fluorescence artefact?] | 1 | 28&14 | -0.9 | 1[fluorescence artefact?] | 7&7 |
| COc1ccc(-c2nn(-c3ccccc3)cc2/C=N/N=C(N)N)cc1OC | 4 | -41 | 12 | 10 | -9 | -11 | -1.7 | -22[fluorescence artefact?] | 10 |
| CCOC(=O)C(=CNc1ccc(Oc2cccnc2)nc1)C(=O)OCC | 10 | -6 | 14 | 3 | -79 | 7 | 0.4 | -7 | 13 |
| CCOc1cc(CNCCc2ccc(S(N)(=O)=O)cc2)ccc1OCC(=O)NC(C)(C)C | 5 | 16 | 11 | 3[fluorescence artefact?] | 13 | -5 | 0.0 | 4 | 12 |
| COc1cc(/C=N/NS(=O)(=O)c2ccc3ccccc3c2)ccc1OCCN1CCOCC1 | 3 | -42 | 10 | 1 | -13 | 22 | 0.0 | -9[fluorescence artefact?] | 9 |
| Cc1cccc(Nc2ccccc2C(=O)O)c1C | -3 | 5 | -4 | 5 | -8 | -13&-8 | -0.4 | -1 | 15&16 |
| O=C(Nc1nnc(CCOCCOCCc2nnc(NC(=O)c3ccco3)s2)s1)c1ccco1 | 5 | -10 | 10 | -2 | -20 | 5 | 0.1 | 7 | 7 |
| Nc1c(C(=O)NCc2ccco2)sc2nc(N3CCOCC3)c3c(c12)CCCC3 | 1 | -417 | -2 | -2[fluorescence artefact?] | -1 | 6 | 0.7 | -4[fluorescence artefact?] | 20 |
| Cc1ccc(C(Sc2ccccc2)C(Cn2cncn2)C(=O)c2ccccc2)cc1 (stereo not given) | 6 | -5 | -4 | -22 | 4 | 73* | -0.7 | -1 | 8 |
| O=c1nc(N2CCCCCC2)nc(N2CCCCCC2)[nH]1 | 3 | -17 | 1 | -2[fluorescence artefact?] | 4 | 16 | 0.6 | 7[fluorescence artefact?] | 7 |
| CCC1(C)COC(C)(CC(=O)NNC(=O)Nc2ccccc2)OC1 (stereo not given) | 17 | -27 | -2 | -2 | 3 | -40&2 | 12 | -7 | 9&4 |

High-throughput results (PubChem)
